PfG6PD inh: PfG6PD enzyme inhibitors, primary screen, biochemical, fluorescence intensity, uHTS; inhibition, % at 20 µM; AID 504690, 2011; PfGluPho enzyme, NADPH resazurin-diaphorase fluorescence; glucose-6-phosphate dehydrogenase-6-phosphogluconolactonase (Plasmodium falciparum 3D7); actives 0.78% (n = 350,000);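 active = inhibition reaching at least a set limit at 20 µM in the primary screen, cut at about 59% in these data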;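 note: 0% = DMSO wells with substrate and 100% = DMSO wells lacking glucose-6-phosphate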
SENP6 inh: SENP6 protease inhibitors, primary screen, biochemical, luminescence, uHTS. Sentrin-specific protease 6 (Homo sapiens), Q9GZR1. Recombinant SENP6 catalytic domain, aminoluciferin luminescence. inhibition, % at 10 µM. actives 1.8% (n = 330,000). AID 2599, 2010;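 active = inhibition above about 50% at the single tested dose, limit read from the data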;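 note: plate controls were DMSO wells with enzyme for no effect and DMSO wells lacking enzyme for full effect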
Target sequence (Q9GZR1 628-1112 limits assumed): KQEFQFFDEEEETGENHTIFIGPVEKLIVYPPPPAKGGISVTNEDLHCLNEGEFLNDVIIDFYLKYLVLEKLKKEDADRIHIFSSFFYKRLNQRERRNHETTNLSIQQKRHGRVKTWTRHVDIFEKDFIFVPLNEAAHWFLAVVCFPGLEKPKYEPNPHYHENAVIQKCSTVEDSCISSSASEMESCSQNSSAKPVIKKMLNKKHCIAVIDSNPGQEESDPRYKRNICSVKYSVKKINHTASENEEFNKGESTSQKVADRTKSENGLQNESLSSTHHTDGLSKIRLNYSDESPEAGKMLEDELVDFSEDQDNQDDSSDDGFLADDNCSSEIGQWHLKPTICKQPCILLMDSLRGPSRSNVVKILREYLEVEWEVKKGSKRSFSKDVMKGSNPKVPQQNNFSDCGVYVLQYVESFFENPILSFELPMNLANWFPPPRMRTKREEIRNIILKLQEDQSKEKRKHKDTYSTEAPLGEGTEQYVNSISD
ATG4B inhibitor: ATG4B protease inhibitors, primary screen, biochemical, fluorescence, uHTS; inhibition, % at 8.33 µM; ATG4B cleavage of LC3-PLA2, NBD-HPC fluorescence, 1 h; actives 0.51% (n = 340,000); Cysteine protease ATG4B (Homo sapiens), Q9Y4P1; in the data active = inhibition above about 40%
Target sequence (Q9Y4P1 whole entry, looked up): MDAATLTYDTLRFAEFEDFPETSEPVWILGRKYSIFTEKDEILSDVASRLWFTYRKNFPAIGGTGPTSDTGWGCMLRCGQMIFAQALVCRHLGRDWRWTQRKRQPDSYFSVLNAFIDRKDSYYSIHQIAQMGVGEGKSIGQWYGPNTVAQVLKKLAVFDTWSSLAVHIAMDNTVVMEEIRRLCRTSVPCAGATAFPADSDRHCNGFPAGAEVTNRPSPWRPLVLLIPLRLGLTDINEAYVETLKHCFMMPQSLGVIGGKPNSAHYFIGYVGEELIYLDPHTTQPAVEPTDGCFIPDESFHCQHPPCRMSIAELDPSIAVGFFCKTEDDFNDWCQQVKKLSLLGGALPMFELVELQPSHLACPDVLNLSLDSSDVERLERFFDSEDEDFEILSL
hIAP activ: human IAP activators, primary screen, biochemical, luminescence, uHTS | activation factor at 10 µM | Intestinal-type alkaline phosphatase (Homo sapiens), P09923 | actives 0.16% (n = 330,000) | purified human IAP, CDP-Star luminescence, 30 min; stronger effect = higher value; 1 = vehicle-only enzyme, 0 = enzyme-free background;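 active = activation factor of the enzyme at least 2-fold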; note: the source names both 10 and 20 µM as test concentration; values of inactives mirror those of a sister screen read the other way
SENP8 inh: human SENP8 protease inhibitors, primary screen, biochemical, fluorescence, Nedd8 protein substrate, uHTS. AID 602440, 2012. Sentrin-specific protease 8 (Homo sapiens), Q96LD8. recombinant SENP8. actives 0.64% (n = 360,000). inhibition, % at 20 µM; in the data active = inhibition mostly above about 40%, no sharp cut-off; inactive = mostly below about 27%
SENP1 FRET inh: human SENP1 catalytic domain inhibitors, primary screen, biochemical, FRET, uHTS; actives 0.21% (n = 360,000); recombinant SENP1 catalytic domain, CyPet-SUMO1-YPet FRET cleavage; Sentrin-specific protease 1 (Homo sapiens), Q9P0U3; inhibition, % at 10 µM; AID 624204, 2012;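 active = inhibition at least 30% at 10 µM, raw YFP signal under a set limit, fluorescence ratio 0.5 to 1.5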;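 note: 0% = enzyme with DMSO and 100% = no enzyme wells; some results filed as inactive read as strong as hits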
Target sequence (Q9P0U3 419-644 limits assumed): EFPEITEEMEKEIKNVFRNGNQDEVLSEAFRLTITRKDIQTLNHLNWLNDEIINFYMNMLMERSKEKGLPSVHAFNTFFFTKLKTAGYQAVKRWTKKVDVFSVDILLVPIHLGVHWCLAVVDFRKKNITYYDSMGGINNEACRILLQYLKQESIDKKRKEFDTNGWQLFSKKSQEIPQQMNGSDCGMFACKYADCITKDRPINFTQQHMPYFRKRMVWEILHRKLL
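Test system: recombinant human SENP1 catalytic domain, His6-tagged / Medium: pH 8 Tris buffer with EDTA, NaCl, BME, BSA, NP40, catalase / Also added: SUMO1 FRET substrate flanked by Cypet and Ypet, 25 nM / Times: 50 min reaction at room temperature / Signal: FRET, CFP and YFP emission / Control set: no-enzyme low control and enzyme-plus-DMSO high control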
GRIN3A LBD mod: binders of NR3A ligand-binding domain, primary screen, biophysical, differential scanning fluorimetry, uHTS; Glutamate receptor ionotropic, NMDA 3A (GRIN3A) ligand-binding domain; NR3A LBD differential scanning fluorimetry, Tm shift; 0% = protein alone, 100% = glycine-bound protein; Tm shift relative to glycine control, % at 25 µM; actives 2.5% (n = 340,000); AID 1259313, 2017;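 active = melting temperature shift of at least 10% of the positive control shift, at one fixed dose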
MPTP inh: mitochondrial permeability transition pore inhibitors, primary screen, biochemical, isolated mouse mitochondria, absorbance; Ca2+ swelling absorbance, 30 min; inhibition, % at 10 µM; actives 1.4% (n = 360,000);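 active = inhibition of 50% or more, scaled per plate between neutral and stimulator controls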;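 note: 0% = DMSO wells given calcium and 100% = 1 mM EGTA wells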
Starred values were filed as active, the others as inactive. Some of the compounds tested, so the mix of outcomes need not match the whole.

For O=P(O)(O)Cc1ccccc1OP(=O)(c1ccccc1)c1ccccc1 the results were PfG6PD inh -23, SENP6 inh 1, ATG4B inhibitor 4, hIAP activ 1.2, SENP8 inh 11, SENP1 FRET inh 1, GRIN3A LBD mod -1 and MPTP inh -0.9.
`COC(=O)C1=C(c2ccc(F)cc2F)C[C@@H]2CC[C@H]1N2C(=O)N1CCCCC1` gave PfG6PD inh 0, SENP6 inh 9, ATG4B inhibitor -4, hIAP activ 1.1, SENP8 inh -4, SENP1 FRET inh 1, GRIN3A LBD mod -1 and MPTP inh 0.5.
`O=c1c2ccccc2ncn1-c1ccc([N+](=O)[O-])c(C(F)(F)F)c1` gave PfG6PD inh 5, SENP6 inh -17, ATG4B inhibitor 5, hIAP activ 0.85, SENP8 inh 24, SENP1 FRET inh 1, GRIN3A LBD mod 0 and MPTP inh 0.4.
Screening c1cncc(CNC2CCCC2)c1 returned PfG6PD inh -3, SENP6 inh -14, ATG4B inhibitor -6, hIAP activ 0.77, SENP8 inh 9, SENP1 FRET inh 2, GRIN3A LBD mod -4 and MPTP inh 0.5.
`O=C1NC(=S)N(c2ccccc2F)C(=O)/C1=C\c1cccs1` gave PfG6PD inh 16, SENP6 inh -17, ATG4B inhibitor -3, hIAP activ 1, SENP8 inh 19, SENP1 FRET inh -27, GRIN3A LBD mod -2 and MPTP inh 48.
`O=C(Cc1ccc([N+](=O)[O-])cc1)N1CCN(Cc2ccc3c(c2)OCO3)CC1` gave PfG6PD inh 9, SENP6 inh -7, ATG4B inhibitor -1, hIAP activ 1.1, SENP8 inh 18, SENP1 FRET inh 1, GRIN3A LBD mod 1 and MPTP inh 6.0.
Screening Cc1ccc(N2Cc3ccccc3C2=N)cc1[N+](=O)[O-] returned PfG6PD inh 31, SENP6 inh -41, ATG4B inhibitor -11, hIAP activ 1.1, SENP8 inh 15, SENP1 FRET inh 1, GRIN3A LBD mod 0 and MPTP inh -0.6.
Screening CC12CCCCC1=NC(c1ccc(Br)cc1)N2O (configuration not stated) returned PfG6PD inh 11, SENP6 inh -6, ATG4B inhibitor -1, hIAP activ 0.77, SENP8 inh 17, SENP1 FRET inh 1, GRIN3A LBD mod 2 and MPTP inh -0.4.
CCc1nc2ccccc2c(=O)n1-c1cccc(OC)c1 was read as PfG6PD inh -23, SENP6 inh -15, ATG4B inhibitor 0, hIAP activ 1, SENP8 inh 14, SENP1 FRET inh 4, GRIN3A LBD mod -1 and MPTP inh 0.2.
`CC(Cc1ccccc1)[n+]1cc(/N=C(\[O-])N(C)C)on1` (configuration not stated) gave PfG6PD inh -2, SENP6 inh -18, ATG4B inhibitor -1, hIAP activ 1.1, SENP8 inh 22, SENP1 FRET inh 2, GRIN3A LBD mod -1 and MPTP inh -1.0.
COc1ccc2[nH]c(C)c(CCN3CCC(=O)C(C)C3C)c2c1 (configuration not stated) was read as PfG6PD inh 16, SENP6 inh 6, ATG4B inhibitor -4, hIAP activ 0.98, SENP8 inh 2, SENP1 FRET inh 2, GRIN3A LBD mod 5 and MPTP inh -2.7.
Screening COc1ccc(-n2nc(C(=O)NCC(=O)N3CCC4(CC3)OCCO4)c3ccccc3c2=O)cc1Cl returned PfG6PD inh 14, SENP6 inh -4, ATG4B inhibitor -7, hIAP activ 0.81, SENP8 inh -305, SENP1 FRET inh 2, GRIN3A LBD mod 2 and MPTP inh 1.5.
`Cc1cc(C)[n+](C2C3CC4CC(C3)CC2C4)o1` (configuration not stated) gave PfG6PD inh -5, SENP6 inh -13, ATG4B inhibitor 2, hIAP activ 1.1, SENP8 inh 20, SENP1 FRET inh 1, GRIN3A LBD mod 1 and MPTP inh 1.1.
For C=CCn1c(O)c(C(CC)=NCc2ccco2)c(=O)[nH]c1=O the results were PfG6PD inh 17, SENP6 inh -6, ATG4B inhibitor -3, hIAP activ 0.88, SENP8 inh 27, SENP1 FRET inh 3, GRIN3A LBD mod 5 and MPTP inh 1.5.
CC1(C)COC(Nc2cccc(Cl)c2)=N1 was read as PfG6PD inh 4, SENP6 inh 1, ATG4B inhibitor -11, hIAP activ 1, SENP8 inh 16, SENP1 FRET inh -1, GRIN3A LBD mod -1 and MPTP inh -0.5.

Of the compounds above, 3 contain fluorine.
`COC(=O)C1=C(c2ccc(F)cc2F)C[C@@H]2CC[C@H]1N2C(=O)N1CCCCC1` gave PfG6PD inh 0, SENP6 inh 9, ATG4B inhibitor -4, hIAP activ 1.1, SENP8 inh -4, SENP1 FRET inh 1, GRIN3A LBD mod -1 and MPTP inh 0.5.
`O=c1c2ccccc2ncn1-c1ccc([N+](=O)[O-])c(C(F)(F)F)c1` gave PfG6PD inh 5, SENP6 inh -17, ATG4B inhibitor 5, hIAP activ 0.85, SENP8 inh 24, SENP1 FRET inh 1, GRIN3A LBD mod 0 and MPTP inh 0.4.
`O=C1NC(=S)N(c2ccccc2F)C(=O)/C1=C\c1cccs1` gave PfG6PD inh 16, SENP6 inh -17, ATG4B inhibitor -3, hIAP activ 1, SENP8 inh 19, SENP1 FRET inh -27, GRIN3A LBD mod -2 and MPTP inh 48.

Going on with the list.
Screening O=C1CCCN1C(=O)c1cncc(Br)c1 returned PfG6PD inh -5, SENP6 inh 4, ATG4B inhibitor -6, hIAP activ 1, SENP8 inh 12, SENP1 FRET inh 2, GRIN3A LBD mod 0 and MPTP inh -2.2.
For Cc1ccccc1NC(=S)NC(NC(=O)CF)C(Cl)(Cl)Cl (configuration not stated) the results were PfG6PD inh 4, SENP6 inh -18, ATG4B inhibitor -8, hIAP activ 1.1, SENP8 inh 10, SENP1 FRET inh 2, GRIN3A LBD mod 0 and MPTP inh 6.2.
For CCOC(=O)C1C(=O)N(C)C2(C)CC1c1cc(OC)ccc1O2 (configuration not stated) the results were PfG6PD inh 4, SENP6 inh -16, ATG4B inhibitor -2, hIAP activ 1.1, SENP8 inh 6, SENP1 FRET inh 0, GRIN3A LBD mod 1 and MPTP inh 0.8.
Screening Cn1cc(C(=O)c2ccccc2)c2ccccc21 returned PfG6PD inh -1, SENP6 inh -18, ATG4B inhibitor -24, hIAP activ 0.89, SENP8 inh 9, SENP1 FRET inh 3, GRIN3A LBD mod 3 and MPTP inh -1.5.
CCOC(=O)c1c(NS(=O)(=O)c2ccccc2)n(CCCOC)c2nc3ccccc3nc12 was read as PfG6PD inh -4, SENP6 inh 95*, ATG4B inhibitor -2, hIAP activ 0.9, SENP8 inh -423, SENP1 FRET inh -28, GRIN3A LBD mod 0 and MPTP inh -0.7.
Screening CCOc1ccccc1N1C(=O)CC(=O)NC1=O returned PfG6PD inh -7, SENP6 inh -16, ATG4B inhibitor -3, hIAP activ 0.92, SENP8 inh 17, SENP1 FRET inh 2, GRIN3A LBD mod -2 and MPTP inh -1.3.
Screening CN1C(=O)C(Cc2ccc(OCc3ccccc3)cc2)C(=O)N(C)C1=O returned PfG6PD inh -11, SENP6 inh 27, ATG4B inhibitor 8, hIAP activ 0.95, SENP8 inh 11, SENP1 FRET inh 0, GRIN3A LBD mod -1 and MPTP inh 1.3.
For COc1ccc(CCC(C)NCCc2ccccc2)cc1 (configuration not stated) the results were PfG6PD inh 6, SENP6 inh -5, ATG4B inhibitor 3, hIAP activ 1.1, SENP8 inh 22, SENP1 FRET inh 3, GRIN3A LBD mod 1 and MPTP inh 0.7.
For COc1ccc2c3c([nH]c2c1)C(C)=NCC3 the results were PfG6PD inh 2, SENP6 inh -8, ATG4B inhibitor 4, hIAP activ 0.92, SENP8 inh -384, SENP1 FRET inh -32, GRIN3A LBD mod 1 and MPTP inh 0.8.
`Cc1cc(C)n2c(Br)c(CN3CC4CC(C3)c3cccc(=O)n3C4)nc2n1` (configuration not stated) gave PfG6PD inh 17, SENP6 inh -2, ATG4B inhibitor -12, hIAP activ 0.94, SENP8 inh -57, SENP1 FRET inh 1, GRIN3A LBD mod 1 and MPTP inh 0.6.
O=C1NC(=O)C(CCc2ccncc2)(CCc2ccncc2)C(=O)N1CCc1ccc(F)cc1 was read as PfG6PD inh -7, SENP6 inh -11, ATG4B inhibitor 0, hIAP activ 1.1, SENP8 inh 22, SENP1 FRET inh 3, GRIN3A LBD mod -1 and MPTP inh -0.4.
CC1CC2(O)c3nonc3CCC2N1O (configuration not stated) was read as PfG6PD inh -8, SENP6 inh -10, ATG4B inhibitor -5, hIAP activ 0.87, SENP8 inh 13, SENP1 FRET inh 0, GRIN3A LBD mod 1 and MPTP inh -0.6.
For CCOC(=O)C1(c2ccccc2)CCN(CCC(=O)Nc2ccccc2OC)CC1 the results were PfG6PD inh -8, SENP6 inh -26, ATG4B inhibitor 0, hIAP activ 1.2, SENP8 inh 19, SENP1 FRET inh -1, GRIN3A LBD mod 3 and MPTP inh -0.9.
For O=C(Nc1ccc(Br)cc1)N1C[C@H]2C[C@@H](C1)c1cccc(=O)n1C2 the results were PfG6PD inh 5, SENP6 inh -10, ATG4B inhibitor -24, hIAP activ 0.91, SENP8 inh 22, SENP1 FRET inh 2, GRIN3A LBD mod -2 and MPTP inh -2.8.
For CCOC(=O)c1ccc(NC(=O)N2C[C@@H]3C[C@@H](C2)c2cccc(=O)n2C3)cc1 the results were PfG6PD inh 10, SENP6 inh -17, ATG4B inhibitor -24, hIAP activ 0.8, SENP8 inh 22, SENP1 FRET inh 0, GRIN3A LBD mod 0 and MPTP inh -1.3.
For N#CCCn1cc(C(=O)O)c(-c2cccc([N+](=O)[O-])c2)n1 the results were PfG6PD inh 3, SENP6 inh 2, ATG4B inhibitor -5, hIAP activ 1, SENP8 inh 15, SENP1 FRET inh 0, GRIN3A LBD mod 0 and MPTP inh -1.1.
For CC(C)S(=O)(=O)N1Cc2ccccc2-n2nncc2C1 the results were PfG6PD inh -5, SENP8 inh 6, SENP1 FRET inh -1 and MPTP inh -1.1.
For O=[N+]([O-])c1cccc(NP(=O)(N2CC2)N2CC2)c1 the results were PfG6PD inh 8, ATG4B inhibitor -5, SENP8 inh 15, SENP1 FRET inh 3, GRIN3A LBD mod 0 and MPTP inh -1.1.
`O=c1[nH]c(=O)n(-c2cccc3ccccc23)c(O)c1C=NCCCn1ccnc1` gave PfG6PD inh -26, SENP6 inh -15, ATG4B inhibitor -4, hIAP activ 0.96, SENP8 inh 10, SENP1 FRET inh 1, GRIN3A LBD mod 0 and MPTP inh -0.1.
For Cn1c(O)c(C(=N)COc2cccc(Cl)c2)c(=O)n(C)c1=O the results were PfG6PD inh -8, SENP6 inh -2, ATG4B inhibitor -2, hIAP activ 0.98, SENP8 inh 13, SENP1 FRET inh 1, GRIN3A LBD mod 1 and MPTP inh 3.6.
O=C(Cn1ccc2ccccc2c1=O)NCC(=O)N1CCC2(CC1)OCCO2 was read as PfG6PD inh -4, SENP6 inh 4, ATG4B inhibitor -1, hIAP activ 1.1, SENP8 inh -23, SENP1 FRET inh 3, GRIN3A LBD mod -2 and MPTP inh 0.7.
For O=C(O)COc1ccc(Cl)cc1Cl the results were PfG6PD inh -40, SENP6 inh -18, ATG4B inhibitor 4, hIAP activ 0.94, SENP8 inh 22, SENP1 FRET inh 1, GRIN3A LBD mod 0 and MPTP inh 0.1.
Screening COC(=O)C1=C(c2cc3ccccc3s2)C[C@@H]2CC[C@H]1N2C(=O)NC(C)C returned PfG6PD inh -2, SENP6 inh 6, ATG4B inhibitor 2, hIAP activ 1.1, SENP8 inh -4, SENP1 FRET inh 3, GRIN3A LBD mod -1 and MPTP inh 0.4.
